From PubChem BioAssay
NSD2 block: blocks human NSD2 histone methyltransferase activity. O96028. NSD2-SET H3K36me1 DELFIA fluorescence, biochemical. inhibition, % at 12.5 µM. 44,000 tested, 0.07% active. AID 624260; in the data active = inhibition above about 54%, passing the limit was not always enough;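 also: inhibitors reduce the monomethyl H3K36 fluorescence signal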
Target sequence (O96028 whole entry, looked up): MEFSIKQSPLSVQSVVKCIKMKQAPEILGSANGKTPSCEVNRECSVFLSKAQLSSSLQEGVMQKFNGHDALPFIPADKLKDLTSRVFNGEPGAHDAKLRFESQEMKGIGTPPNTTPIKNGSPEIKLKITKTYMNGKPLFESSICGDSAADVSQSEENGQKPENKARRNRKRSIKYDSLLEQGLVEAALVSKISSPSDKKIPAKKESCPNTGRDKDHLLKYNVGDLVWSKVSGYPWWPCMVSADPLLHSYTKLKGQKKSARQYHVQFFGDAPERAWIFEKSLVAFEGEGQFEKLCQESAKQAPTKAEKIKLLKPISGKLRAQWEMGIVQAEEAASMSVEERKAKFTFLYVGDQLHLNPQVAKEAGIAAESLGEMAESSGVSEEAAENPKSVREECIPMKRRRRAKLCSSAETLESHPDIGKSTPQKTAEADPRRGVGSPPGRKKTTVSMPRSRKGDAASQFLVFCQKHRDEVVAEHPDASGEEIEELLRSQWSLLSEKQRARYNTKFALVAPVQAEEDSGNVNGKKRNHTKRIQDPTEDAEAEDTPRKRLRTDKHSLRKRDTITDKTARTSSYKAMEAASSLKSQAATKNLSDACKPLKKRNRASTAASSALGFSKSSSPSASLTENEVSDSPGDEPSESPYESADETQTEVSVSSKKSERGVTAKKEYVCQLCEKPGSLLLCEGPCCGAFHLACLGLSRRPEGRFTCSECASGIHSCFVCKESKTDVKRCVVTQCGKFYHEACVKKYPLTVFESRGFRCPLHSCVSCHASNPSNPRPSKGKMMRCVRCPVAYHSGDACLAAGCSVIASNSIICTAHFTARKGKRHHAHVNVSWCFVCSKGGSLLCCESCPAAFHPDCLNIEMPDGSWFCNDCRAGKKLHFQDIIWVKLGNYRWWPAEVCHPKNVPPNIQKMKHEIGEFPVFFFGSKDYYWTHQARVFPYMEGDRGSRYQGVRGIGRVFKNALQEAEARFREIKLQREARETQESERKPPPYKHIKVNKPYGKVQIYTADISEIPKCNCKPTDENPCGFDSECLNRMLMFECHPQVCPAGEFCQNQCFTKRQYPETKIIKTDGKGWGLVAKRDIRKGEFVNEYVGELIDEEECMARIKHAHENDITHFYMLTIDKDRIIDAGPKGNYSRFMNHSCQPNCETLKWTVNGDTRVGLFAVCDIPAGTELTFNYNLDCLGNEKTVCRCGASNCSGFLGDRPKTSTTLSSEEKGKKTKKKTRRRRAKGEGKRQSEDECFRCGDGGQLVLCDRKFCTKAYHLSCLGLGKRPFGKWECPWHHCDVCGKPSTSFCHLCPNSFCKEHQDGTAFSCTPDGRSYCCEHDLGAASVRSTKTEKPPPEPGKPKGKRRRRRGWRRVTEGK
Starred values were filed as active, the others as inactive. Some of the compounds tested; the hit share may differ from the screen's.

`COc1ccc(NC(=O)N(C)C[C@@H]2Oc3c(cccc3N(C)C)C(=O)N([C@@H](C)CO)C[C@H]2C)cc1` gave NSD2 block 0.
For O=C(O)c1ccccc1C(=O)Nc1ccc(S(=O)(=O)Nc2nccs2)cc1 the results were NSD2 block 2.
CCCC#Cc1cnc2c(c1)C(=O)N([C@@H](C)CO)C[C@H](C)[C@H](CN(C)C(=O)c1ccc3c(c1)OCO3)O2 was read as NSD2 block 5.
Screening COc1ccc(NC(=O)Nc2ccc3c(c2)C(=O)N([C@@H](C)CO)C[C@H](C)[C@H](CN(C)S(=O)(=O)c2cccs2)OCCCC[C@@H](C)O3)cc1 returned NSD2 block 1.
`C[C@@H]1CCCCO[C@H](CN(C)C(=O)Nc2cccc3ccccc23)[C@H](C)CN([C@H](C)CO)C(=O)c2cc(N(C)C)ccc2O1` gave NSD2 block -6.
Screening CSc1nc2c(Cl)cccc2c2c1c(=O)n(Cc1ccc(Cl)cc1)n2C returned NSD2 block -4.
`C[C@@H]1CN([C@@H](C)CO)C(=O)Cc2cc(NC(=O)Nc3cccc4ccccc34)ccc2O[C@H]1CN(C)CC1CC1` gave NSD2 block -7.
COc1ccc(NC(=O)Nc2ccc3c(c2)CC(=O)N([C@H](C)CO)C[C@@H](C)[C@@H](CN(C)C(=O)NC(C)C)O3)cc1 was read as NSD2 block 14.
For C[C@H]1CN([C@@H](C)CO)S(=O)(=O)c2ccc(C#CCN(C)C)cc2O[C@@H]1CN(C)C(=O)CN(C)C the results were NSD2 block 4.
Screening C[C@H]1CN([C@@H](C)CO)C(=O)Cc2cc(NS(=O)(=O)c3cccs3)ccc2O[C@H]1CN(C)C(=O)Nc1ccc(C(F)(F)F)cc1 returned NSD2 block 7.
`COc1ccc(S(=O)(=O)N(C)C[C@@H]2OCCCC[C@H](C)Oc3ccc(NC(=O)CCC(F)(F)F)cc3C(=O)N([C@H](C)CO)C[C@H]2C)cc1` gave NSD2 block -17.
`C[C@@H]1CCCCO[C@@H](CN(C)C(=O)Nc2ccccc2)[C@@H](C)CN([C@H](C)CO)C(=O)c2cc(NC(=O)Nc3ccc(C(F)(F)F)cc3)ccc2O1` gave NSD2 block -2.
For C=C1C(O)C(O)C2(CC3C(C)=CCC4C(C)(C(=O)O)CCCC34C)OC2C1O (stereo not drawn) the results were NSD2 block -2.
C[C@H](CO)N1C[C@H](C)[C@H](CN(C)S(=O)(=O)c2ccccc2)Oc2ccc(NC(=O)Nc3ccc(C(F)(F)F)cc3)cc2C1=O was read as NSD2 block -2.
For COc1ccc(S(=O)(=O)N(C)C[C@H]2Oc3ccc(NC(=O)CCCCCC(=O)Nc4ccccc4N)cc3CC(=O)N([C@H](C)CO)C[C@H]2C)cc1 the results were NSD2 block -6.

Gathered by group, the compounds so far containing a thiophene ring, fused or not.
Screening COc1ccc(NC(=O)Nc2ccc3c(c2)C(=O)N([C@@H](C)CO)C[C@H](C)[C@H](CN(C)S(=O)(=O)c2cccs2)OCCCC[C@@H](C)O3)cc1 returned NSD2 block 1.
Screening C[C@H]1CN([C@@H](C)CO)C(=O)Cc2cc(NS(=O)(=O)c3cccs3)ccc2O[C@H]1CN(C)C(=O)Nc1ccc(C(F)(F)F)cc1 returned NSD2 block 7.

The main list resumes, repeating the two entries before the break.
C[C@H](CO)N1C[C@H](C)[C@H](CN(C)S(=O)(=O)c2ccccc2)Oc2ccc(NC(=O)Nc3ccc(C(F)(F)F)cc3)cc2C1=O was read as NSD2 block -2.
For COc1ccc(S(=O)(=O)N(C)C[C@H]2Oc3ccc(NC(=O)CCCCCC(=O)Nc4ccccc4N)cc3CC(=O)N([C@H](C)CO)C[C@H]2C)cc1 the results were NSD2 block -6.
Screening C[C@H]1CN([C@@H](C)CO)C(=O)Cc2cc(NS(=O)(=O)c3ccc(Cl)cc3)ccc2O[C@H]1CN(C)C(=O)Nc1ccccc1 returned NSD2 block 2.
Screening COCC(=O)N(C)C[C@H]1Oc2ncc(/C=C/c3ccccc3)cc2C(=O)N([C@@H](C)CO)C[C@H]1C returned NSD2 block -4.
COc1ccc(CN(C)C[C@@H]2OCCCC[C@@H](C)Oc3ccc(NC(=O)CCC(F)(F)F)cc3C(=O)N([C@H](C)CO)C[C@@H]2C)cc1 was read as NSD2 block 6.
CCO[C@@H]1OC(C(=O)N2CCN(Cc3ccc4c(c3)OCO4)CC2)=C[C@H](c2ccc(C(F)(F)F)cc2)[C@H]1CCCO was read as NSD2 block 1.
C[C@H]1CN([C@@H](C)CO)C(=O)c2cccc(NC(=O)NC3CCCCC3)c2O[C@@H]1CN(C)S(C)(=O)=O was read as NSD2 block 5.
C[C@@H]1CN([C@H](C)CO)C(=O)c2cc(NS(=O)(=O)c3ccc(Cl)cc3)ccc2O[C@H]1CN(C)C(=O)Nc1ccc2c(c1)OCO2 was read as NSD2 block -15.
COc1ccc(S(=O)(=O)Nc2cccc3c2O[C@H](CN(C)C(=O)NC2CCCCC2)[C@@H](C)CN([C@@H](C)CO)C3=O)cc1 was read as NSD2 block -4.
COc1ccc(NC(=O)N(C)C[C@@H]2OCCCC[C@@H](C)Oc3ccc(NS(=O)(=O)c4cn(C)cn4)cc3C(=O)N([C@H](C)CO)C[C@@H]2C)cc1 was read as NSD2 block 5.
`COc1ccc(S(=O)(=O)N(C)C[C@@H]2OCCCC[C@H](C)Oc3ccc(NS(=O)(=O)c4c(C)noc4C)cc3C(=O)N([C@@H](C)CO)C[C@H]2C)cc1` gave NSD2 block 9.
For CC(=O)OC[C@H]1O[C@@H](Oc2c(-c3ccc(O)c(O)c3)oc3cc(O)cc(O)c3c2=O)[C@H](O)[C@@H](O)[C@@H]1O the results were NSD2 block 21.
For COc1ccc(S(=O)(=O)N(C)C[C@@H]2Oc3ccc(NC(=O)Cn4cnnn4)cc3C(=O)N([C@H](C)CO)C[C@H]2C)cc1 the results were NSD2 block 1.
`CC(C)C#Cc1cnc2c(c1)C(=O)N([C@@H](C)CO)C[C@@H](C)[C@H](CN(C)C(=O)c1cnccn1)O2` gave NSD2 block -2.
`O=C(C[C@@H]1C[C@@H]2c3cc(NC(=O)C4CCOCC4)ccc3O[C@@H]2[C@@H](CO)O1)NCCc1ccccc1` gave NSD2 block 1.
For C[C@H](CO)N1C[C@H](C)[C@H](CN(C)C(=O)c2ccncc2)OCCCC[C@H](C)Oc2ccc(NS(=O)(=O)c3ccc(Cl)cc3)cc2C1=O the results were NSD2 block 5.
For C[C@@H]1CCCCO[C@@H](CN(C)C(=O)Nc2ccc3c(c2)OCO3)[C@@H](C)CN([C@H](C)CO)C(=O)c2cc(NC(=O)CCC(F)(F)F)ccc2O1 the results were NSD2 block -1.

3 compounds from above, sorted by number of heavy atoms, highest first.
`COc1ccc(S(=O)(=O)N(C)C[C@@H]2OCCCC[C@H](C)Oc3ccc(NS(=O)(=O)c4c(C)noc4C)cc3C(=O)N([C@@H](C)CO)C[C@H]2C)cc1` gave NSD2 block 9.
For COc1ccc(S(=O)(=O)N(C)C[C@@H]2Oc3ccc(NC(=O)Cn4cnnn4)cc3C(=O)N([C@H](C)CO)C[C@H]2C)cc1 the results were NSD2 block 1.
Screening COCC(=O)N(C)C[C@H]1Oc2ncc(/C=C/c3ccccc3)cc2C(=O)N([C@@H](C)CO)C[C@H]1C returned NSD2 block -4.

Continuation.
CC(C)CC#Cc1ccc2c(c1)O[C@H](CN(C)C(=O)Cc1ccncc1)[C@H](C)CN([C@@H](C)CO)S2(=O)=O was read as NSD2 block -11.
C[C@H]1CN([C@@H](C)CO)C(=O)Cc2cc(NS(=O)(=O)c3ccccc3)ccc2O[C@H]1CN(C)Cc1ccccc1 was read as NSD2 block -3.
`C[C@H](O)C#Cc1cnc2c(c1)C(=O)N([C@@H](C)CO)C[C@@H](C)[C@@H](CN(C)C(=O)CN(C)C)O2` gave NSD2 block 0.
`C[C@@H]1CCCCO[C@@H](CN(C)CC2CCCCC2)[C@@H](C)CN([C@H](C)CO)C(=O)c2cc(NC(=O)Nc3ccc4c(c3)OCO4)ccc2O1` gave NSD2 block 5.
For COc1ccc(CNC(=O)N(C)C[C@H]2OCc3ccccc3-c3c(n(C)c4ccccc34)C(=O)N([C@H](C)CO)C[C@@H]2C)cc1 the results were NSD2 block -44.
C[C@@H]1CN([C@H](C)CO)C(=O)c2cc(NS(=O)(=O)c3cn(C)cn3)ccc2O[C@@H]1CN(C)Cc1ccc(C(=O)O)cc1 was read as NSD2 block 3.
Screening C[C@@H]1CCCCO[C@H](CN(C)S(C)(=O)=O)[C@H](C)CN([C@@H](C)CO)C(=O)c2cc(NS(=O)(=O)c3cccs3)ccc2O1 returned NSD2 block 4.
For C[C@H](CO)N1C[C@H](C)[C@@H](CN(C)S(=O)(=O)c2cccs2)Oc2c(NC(=O)NC3CCCCC3)cccc2C1=O the results were NSD2 block 0.
O=C(O)CCCCCCC(=O)N/N=C/c1ccc(Br)o1 was read as NSD2 block 2.
`C[C@@H]1CCCCO[C@H](CN(C)Cc2ccc(C(=O)O)cc2)[C@@H](C)CN([C@H](C)CO)C(=O)c2cc(NC(=O)Nc3cccc4ccccc34)ccc2O1` gave NSD2 block -3.
Screening COc1cccc(C#Cc2cnc3c(c2)C(=O)N([C@H](C)CO)C[C@@H](C)[C@@H](CN(C)C(=O)C2CCCCC2)O3)c1 returned NSD2 block -3.
`C[C@@H]1CN([C@@H](C)CO)C(=O)c2cc(NS(=O)(=O)c3cccs3)ccc2O[C@@H](C)CCCCO[C@@H]1CN(C)C(=O)CCC(F)(F)F` gave NSD2 block 5.
For CC1=C(C/C=N/NC(=O)CCCCCC(=O)NO)C(C)(C)CCC1 the results were NSD2 block 1.
For C[C@@H]1CCCCO[C@@H](CN(C)C(=O)CCC(F)(F)F)[C@H](C)CN([C@@H](C)CO)C(=O)c2cc(NC(=O)CCC(F)(F)F)ccc2O1 the results were NSD2 block 37.
Screening C[C@@H]1CN([C@H](C)CO)C(=O)c2cccc(NC(=O)c3ccc(-c4nccs4)cc3)c2O[C@@H]1CN(C)Cc1ccc(-c2ccccc2)cc1 returned NSD2 block 0.
For Cc1noc(C)c1NC(=O)N(C)C[C@@H]1Oc2ccc(NC(=O)CCCCCC(=O)Nc3ccccc3N)cc2C(=O)N([C@H](C)CO)C[C@H]1C the results were NSD2 block 1.
`C[C@@H]1CN([C@@H](C)CO)C(=O)c2cc(C#Cc3ccccc3)cnc2O[C@@H]1CN(C)CC1CCOCC1` gave NSD2 block -1.
COc1ccc(S(=O)(=O)Nc2ccc3c(c2)CC(=O)N([C@H](C)CO)C[C@@H](C)[C@@H](CN(C)S(=O)(=O)c2ccc(OC)cc2)O3)cc1 was read as NSD2 block -1.
For CSc1nc(NC2CCCC2)c([N+](=O)[O-])c(NC2CCCC2)n1 the results were NSD2 block 1.
Screening Cc1ccc(-c2ccc3c(c2)O[C@H](CN(C)Cc2cncnc2)[C@@H](C)CN([C@H](C)CO)S3(=O)=O)cc1 returned NSD2 block -3.
Screening C[C@@H]1CN([C@H](C)CO)C(=O)Cc2cc(NS(=O)(=O)c3ccc(F)cc3)ccc2O[C@@H]1CN(C)Cc1ccccc1 returned NSD2 block -117.
`COc1cccc(NC(=O)N(C)C[C@@H]2Oc3ncc(C#Cc4cccnc4)cc3C(=O)N([C@@H](C)CO)C[C@H]2C)c1` gave NSD2 block 3.
For C[C@@H]1CN([C@H](C)CO)C(=O)c2ccccc2-c2ccccc2CO[C@@H]1CN(C)C(=O)Nc1cccc(F)c1 the results were NSD2 block 1.
For C[C@H](CO)N1C[C@H](C)[C@H](CN(C)Cc2ccccc2)Oc2c(NS(=O)(=O)c3ccc(Cl)cc3)cccc2C1=O the results were NSD2 block -2.
C[C@@H]1CN([C@H](C)CO)C(=O)Cc2cc(NC(=O)CCC(F)(F)F)ccc2O[C@@H]1CN(C)Cc1ccc(Oc2ccccc2)cc1 was read as NSD2 block -4.
Cc1noc(C)c1NC(=O)N(C)C[C@@H]1Oc2ccc(NC(=O)Nc3ccc(F)cc3)cc2CC(=O)N([C@H](C)CO)C[C@@H]1C was read as NSD2 block -2.
Screening Cc1ccc(S(=O)(=O)c2nc(-c3ccccc3)oc2NCCN2CCOCC2)cc1 returned NSD2 block 4.
CCCN(C)C[C@H]1Oc2cc(-c3ccc(OC)cc3)ccc2S(=O)(=O)N([C@H](C)CO)C[C@H]1C was read as NSD2 block 9.
For COc1cccc(CN(C)C[C@@H]2OCc3cn(nn3)CCCC(=O)N([C@@H](C)CO)C[C@H]2C)c1 the results were NSD2 block 4.
Screening O=C1CC(c2ccc(O)c(O)c2)Oc2cc(O)cc(O)c21 (stereo not drawn) returned NSD2 block 0.
Cc1cc(C(=O)Nc2cccc3c2O[C@@H](CN(C)C(=O)Nc2c(C)noc2C)[C@H](C)CN([C@@H](C)CO)C3=O)n(C)n1 was read as NSD2 block 4.
Screening C[C@@H]1CCCCO[C@@H](CN(C)C(=O)CCC(F)(F)F)[C@H](C)CN([C@@H](C)CO)C(=O)c2cc(NS(=O)(=O)c3cn(C)cn3)ccc2O1 returned NSD2 block 3.
Screening CO/N=[N+](\[O-])N1CCCC(C(N)=O)C1 (stereo not drawn) returned NSD2 block 1.
For CNC[C@H]1OCCCC[C@H](C)Oc2ccc(NS(=O)(=O)c3c(C)noc3C)cc2C(=O)N([C@H](C)CO)C[C@@H]1C the results were NSD2 block -3.
For C[C@H]1CN([C@@H](C)CO)C(=O)c2cc(NC(=O)C3CCCCC3)ccc2O[C@H]1CN(C)Cc1ccc(Oc2ccccc2)cc1 the results were NSD2 block 8.
`COCCNC(=O)C[C@H]1C[C@H]2c3cc(NS(C)(=O)=O)ccc3O[C@H]2[C@H](CO)O1` gave NSD2 block 14.
For CN(C)c1ccc2c(c1)[C@H]1C[C@H](CC(=O)NCc3ccc(Oc4ccccc4)cc3)O[C@H](CO)[C@H]1O2 the results were NSD2 block 2.
CCCNC(=O)C[C@@H]1C[C@H]2c3cc(NS(=O)(=O)c4ccc(F)cc4)ccc3O[C@H]2[C@H](CO)O1 was read as NSD2 block 2.
CC(C)C#Cc1ccc2c(c1)O[C@H](CN(C)S(=O)(=O)c1cn(C)cn1)[C@@H](C)CN([C@H](C)CO)S2(=O)=O was read as NSD2 block -6.
For C/C=C/c1ccc2c(c1)O[C@@H](CN(C)C(=O)CN(C)C)[C@H](C)CN([C@@H](C)CO)S2(=O)=O the results were NSD2 block 2.

Gathered by group: the entries above with an aryl thioether with sulfur outside any ring (2)
Screening CSc1nc2c(Cl)cccc2c2c1c(=O)n(Cc1ccc(Cl)cc1)n2C returned NSD2 block -4.
For CSc1nc(NC2CCCC2)c([N+](=O)[O-])c(NC2CCCC2)n1 the results were NSD2 block 1.
